Assay outcomes (PubChem)
EWS-Fli inh = blocks EWS/Fli oncoprotein-driven transcription; AID 651661; A673 NR0B1-luciferase reporter, viability-normalised; inhibition, % at 12.6 µM; 0.67% of 350,000 active;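 active = mean inhibition of at least 50% after viability correction, with every replicate also passing that limit; inconclusive = mean reaches 50% but only one of two replicates passes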;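 note: firefly luciferase signal divided by Alamar Blue viability fluorescence both relative to DMSO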
LGR2 inh = blocks bursicon-induced cAMP signaling via Drosophila LGR2 | HEK293 LGR2, CRE-luciferase, bursicon-stimulated, 4 h | inhibition, % at 9.99 µM | 0.35% of 380,000 active | AID 720647;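 active = drop in luminescence signal, shown as inhibition above about 50% in the replicate tests, limit read from the data, passing the limit was not always enough; inconclusive = probably only some replicates passing the limit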;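 note: agonist challenge used bursicon conditioned medium at about half maximal strength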
SIRT5 block = sirtuin-5 (human) deacylase inhibition. Q9NXA8. Purified SirT5, succinyl-peptide AMC, trypsin-coupled fluorescence. inhibition, % at 15 µM. 1.1% of 330,000 active. AID 652115; in the data active = inhibition above about 15%; inconclusive = no clear call, values can overlap the other calls
Target sequence (Q9NXA8 whole entry, looked up): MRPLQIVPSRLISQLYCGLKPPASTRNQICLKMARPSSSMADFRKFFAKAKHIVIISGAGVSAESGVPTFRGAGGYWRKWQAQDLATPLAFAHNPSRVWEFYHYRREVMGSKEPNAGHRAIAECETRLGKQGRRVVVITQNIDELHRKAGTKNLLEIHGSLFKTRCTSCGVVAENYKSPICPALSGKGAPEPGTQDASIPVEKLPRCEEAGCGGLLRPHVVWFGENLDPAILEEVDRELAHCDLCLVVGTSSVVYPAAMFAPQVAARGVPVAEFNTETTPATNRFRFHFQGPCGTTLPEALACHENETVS
PAX8 inh HTS = lowers PAX8-driven luciferase in RMG-I cells | RMG-I TPO-luciferase reporter, SteadyGlo, 24 h | inhibition, % at 12.6 µM | 1.2% of 360,000 active | AID 652154;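 active = mean replicate inhibition at least 60% with every replicate also reaching 60%; inconclusive = only one of the two criteria is met; inactive = mean below 60% and not all replicates reaching 60%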;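 note: luciferase light reporting Pax8 driven TPO promoter activity; plate controls were median of neutral control wells for no effect and mitoxantrone controls for full effect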
DENV2 CPE = protects cells from dengue virus 2 cytopathic effect; DENV2-infected cells, cytopathic effect rescue, plate reader; AID 651640; 1.7% of 350,000 active; CPE inhibition, % at 9.99 µM; in the data active = CPE inhibition above about 20%, passing the limit was not always enough; inconclusive = no clear call, values can overlap the other calls; tested in BHK-21 cells;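 note: 0% = median of neutral control wells and 100% = median of positive control wells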
ARNT TACC3 PPI = ARNT/TACC3 interaction disruption; Q9Y6A5; AlphaScreen His-ARNT PAS-B/GST-TACC3 binding, luminescence; TACC3 fragment carries E629A point mutation; inhibition, % at 9.99 µM; 0.66% of 390,000 active;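 active = mean inhibition of replicates at least 50% and at least half of replicates each reaching 50%; inconclusive = half or more replicates reach 50% but mean below 50%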;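 note: 0% = complete ARNT plus TACC3 wells and 100% = ARNT alone without TACC3; many hits fall short of the cut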
CASP6 VEID inh = blocks human caspase-6 cleavage activity; P55212; purified caspase-6, Z-VEID-R110 cleavage fluorescence; inhibition, % at 12.5 µM; 0.53% of 350,000 active; AID 686996;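 active = mean inhibition across replicates at least about 35%, with every replicate also reaching that limit, limit read from the data; inconclusive = only one of the two criteria met; inactive = neither criterion met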;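 note: 0% = median of neutral control wells and 100% = no fluorescence left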
Target sequence (P55212 24-179 limits assumed): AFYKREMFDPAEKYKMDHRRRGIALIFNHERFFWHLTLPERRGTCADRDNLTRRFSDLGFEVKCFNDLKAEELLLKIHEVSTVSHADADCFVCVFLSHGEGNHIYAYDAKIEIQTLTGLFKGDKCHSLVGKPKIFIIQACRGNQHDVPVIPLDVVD
Target sequence (P55212 194-293 limits assumed): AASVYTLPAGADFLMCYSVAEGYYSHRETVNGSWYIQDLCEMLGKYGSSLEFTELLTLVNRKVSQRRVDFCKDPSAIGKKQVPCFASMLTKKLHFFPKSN
The depositor's hits bear a star; u = inconclusive; x = no result given; & = joins results of further samples.

SMILES | EWS-Fli inh | LGR2 inh | SIRT5 block | PAX8 inh HTS | DENV2 CPE | ARNT TACC3 PPI | CASP6 VEID inh
O=C(Cc1csc(Nc2nc(=S)[nH]c3ccccc23)n1)NCCCN1CCN(c2ccccc2F)CC1 | 43.6 | 26.3 | -0.5 | 65.0* | -5.5 | -0.5 | x
O=C1CCC(=O)N1c1ccc(S(=O)(=O)N2CCCC2)cc1 | 17.7 | 9.9 | -1.3 | 6.3 | -1.5 | -14.2 | 1.6
Cc1ccccc1NS(=O)(=O)c1cccc(C(=O)Nc2cccc(C(=O)O)c2)c1 | 14.1 | -31.8 | 2.9 | -17.4 | x | -1.4 | -0.7
O=C(COc1ccccc1Cl)NC(=O)NC1CCCCC1 | 2.9 | 7.4 | 0.8 | -70.2 | 13.4 | -2.9 | 2.2
CCCCC(=O)OCc1c(-c2cccc(OC)c2)ncc2ccccc12 | -7.7 | -2.4 | x | 9.7 | -0.9 | -3.3 | -3.3
Cc1nnc(N/N=C/c2ccc([N+](=O)[O-])cc2)n1N | 3.2 | 1.2 | 0.4 | -13.3 | 0.1 | 13.3 | -7.3
Cc1cccc(Nc2nc(CC(=O)O)cs2)c1 | -84.3 | -20.1 | -4.9 | -10.6 | 5.1 | x | 4.7
CN(C(=O)c1cccc(NC(=O)Cc2cccc(NC(=O)C3CCN(C(=O)c4ccccc4)CC3)c2)c1)C1CC1 | -5.3 | 7.0 | -1.4 | 6.3 | 7.8 | -0.7 | 2.4
COc1ccccc1CNCc1cc(Br)ccc1OC | 4.2 | 18.5 | -3.6 | 4.7 | -0.2 | -12.4 | 2.1
N#C/C(=C\c1ccc(Br)s1)C(=O)N1CCN(c2ccccc2)CC1 | -2.5 | 3.5 | -2.2 | 4.5 | 5.9 | -2.7 | -0.9
Cc1noc(C)c1NC(=O)N(C)C[C@H]1Oc2ccc(NS(=O)(=O)c3ccc(F)cc3)cc2C(=O)N([C@H](C)CO)C[C@@H]1C | -15.8&1.3 | 12.8&1.2 | 0.5&-4.5 | 20.4 | 12.7&-4.3 | -0.7&-3.7 | 3.0&-1.8
COc1cccc(-c2ccc(C3[C@H]4CNC[C@@H]3N4S(=O)(=O)c3cccc(Cl)c3)cc2)c1 (some centres not stated) | -8.4&2.3 | -5.6&-2.6 | 6.9&11.1 | -18.8&-4.7 | -3.3&4.7 | x | 0.5&-0.5
CCC(=O)N[C@H]1CC[C@@H](CCn2cc(CN(C)C)nn2)O[C@@H]1CO | 0.6 | 3.2 | -2.4 | -10.1 | 3.2 | 8.5 | 1.4
C/C=C/c1ccc([C@@H]2[C@@H](CN(C)C(=O)NC3CCCC3)N(C(C)=O)[C@H]2CO)cc1 | 6.7 | -11.4 | x | -10.3 | -3.5 | 5.7 | x
CCCNC(=O)C[C@@H]1CC[C@@H]2[C@H](COc3ccc(NC(=O)c4cccc(Cl)c4)cc3C(=O)N2C)O1 | 0.0 | -3.6 | -10.7 | 4.9 | 1.2 | -12.1 | 0.8
Cn1c(=O)oc2cc(S(=O)(=O)NCc3ccccn3)ccc21 | -2.4 | -10.7 | -3.4 | -13.9 | -1.5 | -1.8 | 3.0
O=C(Nc1ccc(N2CCN(Cc3ccccc3F)CC2)cc1)c1ccccc1[N+](=O)[O-] | 2.8 | 3.2 | -5.5 | 8.4 | -2.8 | -2.5 | 2.0
O=C(O)CCC(=O)NNC(=O)COc1ccc2ccccc2c1Br | 4.5 | 30.3 | -0.3 | -16.2 | -5.7 | x | -0.9
Cc1ccc(N2CCN(Cc3ccccc3)CC2=O)c(C)c1 | -0.4 | 10.8 | -1.6 | 3.1 | 14.6 | 5.5 | -1.2
COc1ccccc1NS(=O)(=O)c1cccc(C(=O)NN=C2CCCCCC2)c1 | x | -3.4 | x | 21.4 | x | 16.2 | x
CCCNC(=O)N1CC2(CN(Cc3ccc(F)cc3)C2)c2c([nH]c3cc(OC)ccc23)[C@@H]1CO | 3.3 | 6.4 | 5.6 | 20.5 | 7.6 | x | 1.2
CCC(=O)N(C)C[C@H]1Oc2cc(C#CCOC)ccc2S(=O)(=O)N([C@@H](C)CO)C[C@@H]1C | -6.5 | 28.6 | 0.7 | x | u | 0.5 | -2.2
Nc1ccc(C(=O)N/N=C/c2cn(Cc3ccc(F)cc3)c3ccccc23)cc1 | x | 4.5 | -1.2 | 2.6 | u | -2.8 | 73.2*
Nc1[nH]c(C(=O)c2ccccc2)c(-c2ccccn2)c1C(=O)c1c[nH]c2ccc(F)cc12 | 20.4 | -2.2 | 2.6 | 6.6 | -6.5 | x | 3.1

Quoted from the listing for reference:
SMILES | EWS-Fli inh | LGR2 inh | SIRT5 block | PAX8 inh HTS | DENV2 CPE | ARNT TACC3 PPI | CASP6 VEID inh
O=C(O)CCC(=O)NNC(=O)COc1ccc2ccccc2c1Br | 4.5 | 30.3 | -0.3 | -16.2 | -5.7 | x | -0.9
Cc1ccc(N2CCN(Cc3ccccc3)CC2=O)c(C)c1 | -0.4 | 10.8 | -1.6 | 3.1 | 14.6 | 5.5 | -1.2
COc1ccccc1NS(=O)(=O)c1cccc(C(=O)NN=C2CCCCCC2)c1 | x | -3.4 | x | 21.4 | x | 16.2 | x
CCCNC(=O)N1CC2(CN(Cc3ccc(F)cc3)C2)c2c([nH]c3cc(OC)ccc23)[C@@H]1CO | 3.3 | 6.4 | 5.6 | 20.5 | 7.6 | x | 1.2
CCC(=O)N(C)C[C@H]1Oc2cc(C#CCOC)ccc2S(=O)(=O)N([C@@H](C)CO)C[C@@H]1C | -6.5 | 28.6 | 0.7 | x | u | 0.5 | -2.2
Nc1ccc(C(=O)N/N=C/c2cn(Cc3ccc(F)cc3)c3ccccc23)cc1 | x | 4.5 | -1.2 | 2.6 | u | -2.8 | 73.2*
Nc1[nH]c(C(=O)c2ccccc2)c(-c2ccccn2)c1C(=O)c1c[nH]c2ccc(F)cc12 | 20.4 | -2.2 | 2.6 | 6.6 | -6.5 | x | 3.1

Complete entries from above. Values in the order: EWS-Fli inh, LGR2 inh, SIRT5 block, PAX8 inh HTS, DENV2 CPE, ARNT TACC3 PPI, CASP6 VEID inh
Nc1[nH]c(C(=O)c2ccccc2)c(-c2ccccn2)c1C(=O)c1c[nH]c2ccc(F)cc12 is entered as 20.4, -2.2, 2.6, 6.6, -6.5, x, 3.1
Cc1ccc(N2CCN(Cc3ccccc3)CC2=O)c(C)c1 is entered as -0.4, 10.8, -1.6, 3.1, 14.6, 5.5, -1.2

The list goes on:
SMILES | EWS-Fli inh | LGR2 inh | SIRT5 block | PAX8 inh HTS | DENV2 CPE | ARNT TACC3 PPI | CASP6 VEID inh
Cc1cccc(NS(=O)(=O)c2cc(C(=O)N3CCCCCC3)ccc2C)c1 | 8.1 | -9.3 | -1.5 | 3.9 | -3.2 | x | -1.4
O=C(CSc1nnc2ccccn12)NNC(=O)c1cccc([N+](=O)[O-])c1 | 1.7 | 0.6 | -1.1 | 7.0 | 5.7 | 4.8 | -0.7
CCC1(C)Cc2ccccc2-c2nc(NCCO)[nH]c(=O)c21 (configuration not stated) | x | -3.9 | -31.6 | x | x | -7.9 | 0.5
O=C(N[C@@H]1CC[C@@H](CCNC(=O)C2CC2)O[C@H]1CO)c1ccccn1 | -1.7 | -6.4 | -4.2 | x | 12.4 | -12.6 | 3.2
O=C(O)CCCCCNS(=O)(=O)c1ccc2c(c1)OCCO2 | 0.1 | -1.6 | 8.3 | 7.7 | 2.2 | -4.0 | 0.9
CC(CCc1ccccc1)NC(=O)[C@@H]1Cc2ccccc2CN1 (some centres not stated) | 0.4 | -4.2 | -8.6 | -22.9 | 3.9 | -12.4 | -3.1
O=C(OCCN=C1NS(=O)(=O)c2ccccc21)c1ccccc1F | 4.3 | -10.0 | -11.9 | 0.7 | 3.3 | -1.8 | 1.8
Cc1cccc(NC(=O)CSc2nnc3ccc(-c4cccnc4)nn23)c1 | -7.4 | -1.4 | x | 2.8 | -0.4 | x | -12.0
O=C(CN1CC(=O)Nc2ccccc21)Nc1ccc(F)c(F)c1 | -4.0 | 12.0 | -3.5 | -33.3 | -1.7 | 1.5 | 1.3
CCOC(=O)C1CCN(C(=O)c2ccc(Cl)c(S(=O)(=O)N3CCOCC3)c2)CC1 | 2.2 | 4.9 | -0.4 | x | 3.2 | 5.4 | -2.3
c1ccc(C2=Nn3c(Cn4nnc5ccccc54)nnc3SC2)cc1 | 4.1 | x | -2.8 | 28.4 | -5.8 | x | 0.8
